RT RNaseH block – HIV-1 RT RNase H inhibitors, primary screen, biochemical, fluorescence; RT-RNase H RNA/DNA duplex cleavage; Gag-Pol polyprotein (Human immunodeficiency virus type 1 group M subtype B (isolate …; AID 565, 2006; inhibition, % at 10 µM; actives 1.9% (n = 65,000); in the data active means inhibition above about 50%
RmlC RmlD mix – RmlC and RmlD coupled enzyme inhibitors, primary screen, biochemical, 384-well, compound mixtures, retest. RmlC/RmlD coupled enzyme inhibition, 384-well mixture HTS. inhibition, % at 5.5 µM. actives 0.39% (n = 110,000); in the data active means inhibition above about 30%, passing the limit was not always enough; further: strong numbers were not always called active
Active calls of the source: *; / = not tested or not shown. Some of the compounds tested. The share of hits here may be higher or lower than overall.

SMILES	RT RNaseH block	RmlC RmlD mix
O=C1C(=O)N(CCN2CCOCC2)C(c2ccccn2)/C1=C(/O)c1ccc(Cl)cc1 (stereo not given)	1.2	-8.9
O=[N+]([O-])c1cc(C(F)(F)F)ccc1N1CCN(S(=O)(=O)c2ccc3ccccc3c2)CC1	/	7.8
CCOC(=O)C1C(=O)CC(C)(O)C(C(=O)OCC)C1c1ccccc1OC (stereo not given)	2.9	-11.9
Cc1cc(N2CCCCC2)nc(SCC(=O)c2ccccc2)n1	-40.1	-3.9
CCOC(=O)C(CCSC)Nc1nc(Cl)nc(Nc2ccc(Cl)cc2)n1 (stereo not given)	/	4.4
C/C=C(\C)CN1CCN(c2ccc(C)cc2)CC1	/	-11.7
CCOc1c(OC)ccc2c3c(c(=O)oc12)CCCC3	/	18.7
Cc1ccc(/C=C2\Sc3ccccc3C2=O)s1	/	-7.8
Cc1ccc(C)c(NC(=O)C2CC3c4ccccc4C2c2ccccc23)c1 (stereo not given)	/	0.5
CCSc1nc(N2CCOCC2)c2c(c1C#N)CCCC2	-34.7	-13.7
O=C(NCCN1CCOCC1)c1cc(-c2ccccc2)on1	-14.5	8.9
CCS(=O)(=O)NCC(c1cccnc1)N1CCN(c2ccccc2F)CC1 (stereo not given)	-15.1	-4.6

Full records, quoted from the list. Order of screens: RT RNaseH block | RmlC RmlD mix
CCSc1nc(N2CCOCC2)c2c(c1C#N)CCCC2 in the list: -34.7 | -13.7
CCOC(=O)C1C(=O)CC(C)(O)C(C(=O)OCC)C1c1ccccc1OC (stereo not given) in the list: 2.9 | -11.9

The listing continues.
SMILES	RT RNaseH block	RmlC RmlD mix
O=C(O)Cn1c(CC(=O)N2CCCC2)nc2ccccc21	-12.1	-8.8
COc1ccc(CCNC(=O)C2CCCN(c3nn4c(=O)cc(C)nc4s3)C2)cc1OC (stereo not given)	-5.2	13.0
CN(C)c1ccc(/C=N/NC(=S)NCc2ccccc2)cc1	/	-32.4
COc1ccccc1-n1c(SCC(=O)NC(C)(C)C)nc(O)c(Cc2ccccc2)c1=O	/	-6.9
CCC(=O)NCC(=O)OCC(=O)c1ccccc1	/	-8.4
COc1ccc(-c2nc(C#N)c(N3CCc4ccccc4C3)o2)cc1OC	/	-86.3
CN(C)S(=O)(=O)c1ccc(NC(=O)CN2CCN(C(c3ccccc3)c3ccccc3)CC2)cc1	/	-7.0
CCc1c(O)nc(SCC(=O)NCc2ccco2)[nH]c1=O	-16.1	-2.2
CCOc1ccc(Nc2oc(-c3ccccc3Cl)nc2C#N)cc1	/	-79.6
CCOC(=O)c1c(N)sc2c(OCC)c(Br)ccc12	/	-5.5
CCO[C@H]1OC(C(=O)N2CCOCC2)=C[C@@H](c2ccc(Br)cc2)[C@@H]1CCCO	/	17.9
O=C(/C=C/c1c(Cl)cccc1Cl)NCCc1ccccc1	/	7.8

14 structures already listed, arranged by count of non-hydrogen atoms, low to high:
SMILES	RT RNaseH block	RmlC RmlD mix
Cc1ccc(/C=C2\Sc3ccccc3C2=O)s1	/	-7.8
CCC(=O)NCC(=O)OCC(=O)c1ccccc1	/	-8.4
CCOC(=O)c1c(N)sc2c(OCC)c(Br)ccc12	/	-5.5
CCOc1c(OC)ccc2c3c(c(=O)oc12)CCCC3	/	18.7
O=C(O)Cn1c(CC(=O)N2CCCC2)nc2ccccc21	-12.1	-8.8
O=C(NCCN1CCOCC1)c1cc(-c2ccccc2)on1	-14.5	8.9
Cc1cc(N2CCCCC2)nc(SCC(=O)c2ccccc2)n1	-40.1	-3.9
CCOc1ccc(Nc2oc(-c3ccccc3Cl)nc2C#N)cc1	/	-79.6
CCOC(=O)C(CCSC)Nc1nc(Cl)nc(Nc2ccc(Cl)cc2)n1 (stereo not given)	/	4.4
CCOC(=O)C1C(=O)CC(C)(O)C(C(=O)OCC)C1c1ccccc1OC (stereo not given)	2.9	-11.9
CCO[C@H]1OC(C(=O)N2CCOCC2)=C[C@@H](c2ccc(Br)cc2)[C@@H]1CCCO	/	17.9
O=C1C(=O)N(CCN2CCOCC2)C(c2ccccn2)/C1=C(/O)c1ccc(Cl)cc1 (stereo not given)	1.2	-8.9
O=[N+]([O-])c1cc(C(F)(F)F)ccc1N1CCN(S(=O)(=O)c2ccc3ccccc3c2)CC1	/	7.8
CN(C)S(=O)(=O)c1ccc(NC(=O)CN2CCN(C(c3ccccc3)c3ccccc3)CC2)cc1	/	-7.0

(list continues)
SMILES	RT RNaseH block	RmlC RmlD mix
CCCCN1C[C@H](O)[C@@H](O)[C@H](O)[C@H]1CO	-4.9	11.9
Cc1cc(C)cc(N2C(=O)N(c3ccccc3C)C3CS(=O)(=O)CC32)c1 (stereo not given)	-0.2	-17.3
CC(OC(=O)CNC(=O)C12CC3CC(CC(C3)C1)C2)C(=O)Nc1ncc(Cl)cc1Cl (stereo not given)	/	-12.4
COc1ccc(Nc2nc(-c3ccccc3)cs2)cc1	/	-10.6
CCN(c1cccc(C)c1)c1nc2ccsc2c(=O)s1	/	6.7
Cc1cc(C)nc(NS(=O)(=O)c2ccc(N/C=C\C(=O)c3ccc(Cl)cc3)cc2)n1	/	-1.9
COc1ccc(CC(=O)OCC(=O)Nc2ncc(Cl)cc2Cl)cc1	4.9	5.6
CN(C)c1ccc(C(=O)NCC2CCCO2)cc1 (stereo not given)	/	-6.2
CCCCC(=O)Nc1ccc(NC(=O)C(C)C)cn1	2.3	-5.8
Cc1ccc(Cn2c(C(CO)Nc3nc(-c4ccc(F)cc4)cs3)nc3ccccc32)cc1 (stereo not given)	/	-15.1
CC(=O)[C@H]1CC[C@H]2[C@@H]3CCC4=CC(=O)CC[C@]4(C)[C@H]3[C@H](O)C[C@]12C	-8.9	4.3
Cc1ccc(-n2nc(C(=O)N3CCN(C)CC3)c3c4ccccc4n(C)c3c2=O)cc1	0.8	1.9
Nc1nnc(-c2ccc(F)cc2)s1	16.8	-9.8
COc1ccc(OC)c(NC(=O)c2cc(-c3cc(Cl)ccc3O)n[nH]2)c1	24.4	3.8
COC(=O)CSc1nnc(CNc2ccc(OC)cc2)n1C	2.9	60.5
CCN(CC)S(=O)(=O)c1ccc(S(=O)(=O)Nc2ccc(C(=O)N3CCCC3)cc2)cc1	-7.2	-10.8
Cc1ccc(Cc2cncc(O)c2)cc1S(=O)(=O)O	10.3	-7.5
COc1ccc(C(=O)N2CC(=O)N(CCc3ccccc3)C(=O)C2)cc1OC	-3.2	-12.4
O=c1[nH]ccc2c(O)cccc12	/	11.8
CCn1cnc2cc(NCc3ccc(OC)cc3)ccc21	/	7.6
COc1cc2c(cc1OC)-c1cc(OCc3cccnc3)nc(=O)n1CC2	-8.9	115.4*
CC1=C(C#N)C(c2cccnc2)C2=C(CCCC2=O)N1 (stereo not given)	/	32.1*
O=C(CSc1ccc2nnc(-c3cccc(F)c3)n2n1)NCC1CCCO1 (stereo not given)	73.3*	6.2
CCCNc1nc(-c2cc(-c3ccc(Cl)cc3)on2)cc(C(C)C)n1	/	-14.3
CSc1sc(C(=O)O)c(C)c1C(C)=O	/	6.7
COC(=O)c1c(NC(=O)c2c(C)noc2C)sc2c1CCCCCC2	21.2	11.4
CCOc1ccc(C2C3=C(CCCC3=O)Nc3nc(C(F)(F)F)nn32)cc1OC (stereo not given)	-22.3	-8.9
CS(=O)(=O)c1ccc2nc(NC(=O)CN3CCCCCC3)sc2c1	2.9	-6.8
COC(=O)c1cc(Br)c(=O)n(-c2cc(C)on2)c1	-11.3	6.7
CCC(=O)N1CCCc2cc(S(=O)(=O)N3CCN(c4ccccn4)CC3)ccc21	-18.1	10.5
Cc1cc(C)n(-c2c(F)c(F)c(CN3CCCCC3)c(F)c2F)n1	-0.7	-10.7
CCOc1cccc(N2C(=O)CC(N(CCc3ccc(OC)c(OC)c3)C(=O)CC)C2=O)c1 (stereo not given)	-8.8	6.6
O=C(Nc1ccc(NC(=O)C2CC2)nc1)c1ccccn1	0.9	-4.6
COC(=O)c1sccc1NC(=O)CN1CCN(c2ccc(F)cc2)CC1	-7.9	-2.6
CCCOc1ccccc1-n1sc2c(c1=S)-c1cc(OC)cc3c1N(C(=O)C3=O)C2(C)C	/	10.1
CC(C)C(c1nnnn1C1CCCCC1)N1CCc2ccccc21 (stereo not given)	/	8.9
O=C(CC1COc2ccccc2O1)NCc1ccccc1 (stereo not given)	-8.0	4.8
Cc1ccc(Cl)cc1N1CCN(Cc2nc3c(c(=O)[nH]c(=O)n3C)n2CCc2ccccc2)CC1	20.7	-10.4
CC(CC1C(C#N)=C(N)SC(N)=C1C#N)c1ccccc1 (stereo not given)	38.1	-14.5
O=C(COc1ccccc1)NC1=NCCS1	/	-9.1
Cc1cc2ccccc2n1CCNC(=O)C(C)Oc1ccccc1 (stereo not given)	/	3.7
CCCCOCCCNC(=O)c1ccccc1OCC	-18.4	-4.4
Cc1nc(NC(=O)CN(C)S(=O)(=O)c2ccc(Br)cc2)sc1C	/	-2.9
CC1CC(C)(C)N(C(=O)NC2CCCCC2)c2ccccc21 (stereo not given)	/	11.4
CSc1ccccc1NC(=O)c1ccccc1N(Cc1ccccc1)S(C)(=O)=O	/	-10.1
Cn1ncc(Cl)c1C(=O)Nc1sc2c(c1C(N)=O)CCC2	/	-4.6
Cc1cc(C)nc(NS(=O)(=O)c2cccs2)c1	-19.6	/
Cc1cc(C)c2[nH]c(=O)c(C(c3nnnn3CC3CCCO3)N3CCC(C)CC3)cc2c1 (stereo not given)	0.0	3.4
COC(=O)CCC(=O)Nc1ccc(S(=O)(=O)N2CCCCCC2)cc1	-1.4	144.7
COCCNC(=O)c1ccc(N(C)S(=O)(=O)c2ccc(OC)c(OC)c2)cc1	3.9	6.6
CCOc1ccccc1N=C1NC(=O)CS1	2.1	5.5
CCNC(=O)Nc1cc2nc(C)n(Cc3ccc(Br)cc3)c2nc1C	-2.2	-10.4
CC1CCCCN1Cc1ccc(N)cc1 (stereo not given)	/	-7.2
CCOc1ccc(N(CC(=O)NCCCOC)S(C)(=O)=O)cc1	3.4	-10.7
Clc1ccc2nsnc2c1NC1=NCCN1	/	10.6
O=C1OCCC1Sc1nnc(-c2ccc3c(c2)OCO3)n1-c1ccccc1 (stereo not given)	-38.9	-18.1
Cn1c(=O)[nH]c(=O)c2c1nc(CN1CCN(c3ccc(F)cc3)CC1)n2CCCc1ccccc1	-5.1	-10.0
COC(=O)C1=C(NC(=O)c2ccc(C)c(C)c2)CCS1	7.8	-19.3
O=C(Cc1cccs1)N1CCCC(c2nc(-c3ccc(S(=O)(=O)N4CCCC4)cc3)no2)C1 (stereo not given)	-5.8	-8.6
CN1C(C(=O)Nc2ccccn2)=C(O)c2sccc2S1(=O)=O	/	6.6

Continued.
SMILES	RT RNaseH block	RmlC RmlD mix
CC1CCN(c2nc3c(c(=O)[nH]c(=O)n3C)n2CCSc2nc3ccccc3o2)CC1	-2.1	-14.6
C=CCn1c(SCC(=O)Nc2ccccc2OC)nnc1-c1ccco1	7.1	30.4
Cc1noc(C)c1S(=O)(=O)NCc1ccc2c(c1)OCO2	-9.3	-0.4
CCOC(=O)N1CCC(NC(=O)c2ccc3c(c2)N(Cc2ccccc2)CCS3)CC1	/	-21.1
C[C@@H](C(=O)Nc1ccc2ccccc2c1)[C@H]1C[C@]1(C)[C@H](NC(=O)OCc1ccccc1)c1ccccc1	/	-13.9
CC(=O)Nc1cc(S(=O)(=O)C(F)(F)F)ccc1Cl	-11.7	19.3
O=C(CCS(=O)(=O)Cc1ccccc1)N1CCc2ccccc2C1	/	10.4
CCOc1ccc2[nH]c(=O)c(C(c3nnnn3C3CCCCC3)N3CCN(C)CC3)cc2c1 (stereo not given)	-2.8	/
CN1CCN(Cc2c(O)ccc3c(-c4ccccc4)cc(=O)oc23)CC1	4.0	-6.0
CC(=O)c1ccc(Nc2ncnc3c2oc2ccccc23)cc1	-6.3	8.9
Cc1ccc(N/C=C(/C#N)c2ccsc2)cc1	/	5.6
COC(=O)c1c(C(=O)NCc2ccccc2)ncn1CC(O)COc1ccccc1 (stereo not given)	-10.1	1.6
CCOc1ccccc1OCc1nn2c(-c3ccc(C)cc3)nnc2s1	28.1	4.6
C=CCN(CC(=O)Nc1c(C)cccc1CC)C(=O)SCCC	/	4.6
CNc1cc(C(F)(F)F)nc(-c2ccccn2)n1	/	0.5
CC(=O)NS(=O)(=O)c1ccccc1	-10.0	4.7
COCCN(CC(=O)NCC1CCCO1)C(=O)CCC(=O)Nc1cc(C)ccn1 (stereo not given)	/	-14.4
Cc1cc(C(F)F)n2nc(C(=O)Nc3cccc(C(F)(F)F)c3)nc2n1	-1.1	/
CCOc1cccc(Oc2ccc(C(F)(F)F)cn2)c1	-1.3	-11.7
CCOC(=O)C(CSCC(=O)c1ccc(Br)cc1)NC(=O)OC(C)(C)C (stereo not given)	/	7.0
CC1C(c2ccccc2)N(C)CCC12NC(=O)NC2=O (stereo not given)	-1.5	-9.5
CCN1CCN(Cc2c(OC)ccc3ccccc23)CC1	-4.9	7.8
Cc1nn(C)c(Cl)c1S(=O)(=O)N[C@@H](c1ccccc1)[C@]1(C)C[C@H]1[C@@H](C)C(=O)Nc1ccc2ccccc2c1	/	5.4
CCNc1oc(COc2ccccc2F)nc1C#N	-57.5	-58.0
Cc1cccc(/C=C2/C(=O)/C(=C/c3ccccc3C)C3CCC2N3C)c1 (stereo not given)	/	-17.3
COc1ccc(S(=O)(=O)N2CCC(C(N)=O)(N3CCCCC3)CC2)cc1	-9.0	2.9
Cc1oc(C(=O)O)cc1CSCc1ccoc1C(=O)O	24.0	4.6
CCOC(=O)N1CCN(C(=O)CSc2nnc(C3COc4ccccc4O3)o2)CC1 (stereo not given)	37.5	5.9
O=[n+]1c2c(n([O-])c3cc(F)c(N4CCCC4)cc31)CCCC2	6.0	15.9
Cc1cccc(NC(=O)C2CC(=O)OC23CCCCC3)c1 (stereo not given)	/	6.6
O=C(Nc1ccc(OC(F)(F)C(F)F)c(NC(=O)c2ccc(F)cc2)c1)c1ccc(F)cc1	/	-3.5
COc1cccc(-n2nnnc2SCC(=O)Nc2ccc(C(C)=O)cc2)c1	/	4.6
CCc1c(C)[nH]c2ccccc2c1=O	-14.7	110.2
Cc1cc2c(c(=O)n1Cc1cccnc1)C(c1ccc(F)cc1)C(C#N)=C(N)O2 (stereo not given)	4.5	-10.4
OCCN1CCOCCN(CCO)CCN(CCO)CC1	20.0	-14.1
Cc1cc(NCCO)nc(N2CCOCC2)n1	/	2.3
